M4 antag = CHRM4 antagonism in calcium assay; 360,000 tested, 0.73% active; inhibition, % at 3 µM; P08173; CHO-hM4 cells, ACh EC80, Fluo-8 calcium fluorescence; AID 624125;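 active means inhibition above its plate's cutoff, the mean inhibition of sample wells plus 3 SD, cut at about 27% in these data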;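 further: 0% = acetylcholine EC80 with DMSO and 100% = DMSO without agonist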
Target sequence (P08173 whole entry, looked up): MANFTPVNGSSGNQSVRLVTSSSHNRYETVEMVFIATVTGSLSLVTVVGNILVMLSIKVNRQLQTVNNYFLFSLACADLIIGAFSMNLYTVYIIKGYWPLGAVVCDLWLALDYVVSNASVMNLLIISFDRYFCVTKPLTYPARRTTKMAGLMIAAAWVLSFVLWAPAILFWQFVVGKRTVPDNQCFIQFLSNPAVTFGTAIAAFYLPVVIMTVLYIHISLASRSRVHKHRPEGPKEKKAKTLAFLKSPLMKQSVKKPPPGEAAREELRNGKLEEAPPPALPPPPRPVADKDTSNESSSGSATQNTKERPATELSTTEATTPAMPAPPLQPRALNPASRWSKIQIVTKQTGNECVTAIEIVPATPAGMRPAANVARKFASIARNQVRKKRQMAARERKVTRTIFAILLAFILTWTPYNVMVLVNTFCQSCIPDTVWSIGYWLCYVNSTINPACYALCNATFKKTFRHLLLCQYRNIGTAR
CHRM4 PAM = positive allosteric modulators of human muscarinic M4 receptor | P08173 | 360,000 tested, 0.4% active | activation, % at 3 µM | CHO-K1 hM4/Gqi5, Fluo-8 calcium fluorescence, ACh EC20; 0% = ACh EC20, 100% = maximal ACh;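 active means activation above its plate's cutoff, the mean activation of sample wells plus 3 SD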; further: some results filed as inactive read as strong as hits
CHRM5 agonist = CHRM5 agonism in calcium assay; activation, % at 3 µM; 360,000 tested, 0.19% active; AID 624037; CHO-K1 hM5 cells, Fluo-8 calcium fluorescence; 0% DMSO wells, 100% maximal acetylcholine response; P08912;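 active means activation above the run's mean over test compounds plus 3 SD, cut at about 23% in these data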;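 further: signal is peak over basal fluorescence ratio across the kinetic read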
Target sequence (P08912 whole entry, looked up): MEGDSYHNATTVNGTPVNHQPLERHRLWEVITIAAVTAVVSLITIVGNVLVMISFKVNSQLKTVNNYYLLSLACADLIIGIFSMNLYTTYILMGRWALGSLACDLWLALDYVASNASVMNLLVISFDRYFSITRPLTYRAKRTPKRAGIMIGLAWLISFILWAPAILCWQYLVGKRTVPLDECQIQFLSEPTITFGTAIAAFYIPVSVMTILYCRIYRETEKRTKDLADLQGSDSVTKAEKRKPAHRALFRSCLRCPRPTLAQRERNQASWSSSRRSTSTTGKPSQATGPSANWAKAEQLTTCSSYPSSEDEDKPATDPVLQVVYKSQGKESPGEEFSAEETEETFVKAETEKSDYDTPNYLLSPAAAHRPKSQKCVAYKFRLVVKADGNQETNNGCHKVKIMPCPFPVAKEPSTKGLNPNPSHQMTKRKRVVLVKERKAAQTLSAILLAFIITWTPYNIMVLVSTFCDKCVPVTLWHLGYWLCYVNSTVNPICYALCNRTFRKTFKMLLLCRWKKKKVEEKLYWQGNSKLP
CHRM4 agonist = agonists of human muscarinic M4 receptor (CHRM4); 360,000 tested, 0.14% active; CHO-K1 hM4/Gqi5, Fluo-8 calcium fluorescence; vehicle 0%, full acetylcholine response 100%; AID 624127; P08173; activation, % at 3 µM;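 active means activation above the run mean over all test wells plus 3 SD, cut at about 32% in these data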;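 further: peak over basal fluorescence ratio per well then scaled between controls; 0% = DMSO wells and 100% = acetylcholine at EC100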
CRFBP-R2 agonist = CRF-BP/CRF-R2 complex agonism. HEK293 CRF-R2/CRF-BP, calcium dye fluorescence (FLIPR); percent of saturating CRF peptide response. activation, % at 13.2 µM. 350,000 tested, 0.46% active;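 active means activation of at least 50%, plus an integration ratio under a set limit after plate pattern correction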;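 further: plate controls were neutral control wells without compound for no effect and CRF at EC100 for full effect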
M5 PAM = CHRM5 positive allosteric modulation | P08912 | CHO-K1 hM5, Fluo-8 calcium, ACh EC20 PAM; 0% = ACh EC20, 100% = ACh EC100 | activation, % at 3 µM | 360,000 tested, 0.3% active;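 active means activation above the run cutoff, the mean activation of all test compounds plus 3 SD, cut at about 18% in these data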
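Assay system – human M5 receptor in CHO-K1 cells · Read-out – % activation, ACh-normalized · Technique – Fluo-8 calcium fluorescence · Dosing – single-point, 3 µM nominal · Incubation – Fluo-8 loading 80 min at 37 °C plus 30 min room temperature · Repeats – singlicate, one well per test compound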
CRFBP-R2 block = antagonists of CRF-binding protein/CRF-R2 receptor complex; HEK293 CRF-R2/CRF-BP, CRF-induced calcium fluorescence; inhibition, % at 11.8 µM; 350,000 tested, 0.59% active;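 active means inhibition of the ligand-induced calcium signal above about 50% at the single tested concentration, limit read from the data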
IDE cell inh = inhibitors of human insulin-degrading enzyme in cells. P14735. HEK cells, FAbetaB cleavage, fluorescence polarization. inhibition, % at 5.59 µM. 320,000 tested, 0.41% active. AID 434962;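 active means percent inhibition above the average of all tested compounds plus 3 SD, set per screening campaign, cut at about 16% in these data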;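 further: IDE supplied by intact live HEK cells; FP after avidin binding of uncleaved biotin substrate so inhibition keeps polarization high; 0% = DMSO wells and 100% = 60 µM reference IDE inhibitor Ii1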
M5 antag = antagonists of human muscarinic M5 receptor (CHRM5); CHO-hM5 cells, Fluo-8 calcium fluorescence, ACh EC80; inhibition, % at 3 µM; 360,000 tested, 0.59% active; AID 624040;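 active means inhibition above a per-plate cutoff, the mean of that plate's test compounds plus 3 SD, cut at about 27% in these data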;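 further: 0% = acetylcholine EC80 with DMSO and 100% = DMSO without agonist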
* hit, by the source's call; nt = not tested or not shown.

SMILES	M4 antag	CHRM4 PAM	CHRM5 agonist	CHRM4 agonist	CRFBP-R2 agonist	M5 PAM	CRFBP-R2 block	IDE cell inh	M5 antag
CNS(=O)(=O)c1cccc(C(=O)OCC(=O)Nc2ccc(Cl)cn2)c1	-0.5	-6.0	-1.3	1.9	1.9	-7.9	-11.5	-1.2	13.2
CCOc1ccc(N2C(=O)Nc3ccccc3C2(O)C(=O)N2CCN(c3ccccn3)CC2)cc1 (stereo unspecified)	-6.8	0.4	4.0	1.2	-0.6	3.9	-14.4	-0.9	-0.5
Cc1ccc(S(=O)(=O)c2c(N)n(CCCN(C)C)c3nc4ccccc4nc23)cc1	8.6	-3.5	0.4	1.8	5.6	2.1	-25.0	0.0	-0.3
COc1ccc(NC(=O)c2ccc3[nH]c(C)c(C)c3c2)c(OC)c1	-6.6	0.9	-4.1	4.7	-1.1	-9.4	15.8	1.9	19.0
COc1ccc(NS(=O)(=O)Cc2ccccc2)cc1OC	12.9	14.9	1.0	1.2	-1.6	-2.2	-11.4	-0.4	2.7
COc1cc(/C=N/NS(=O)(=O)c2ccc3ccccc3c2)ccc1OCCN1CCOCC1	6.8	1.8	-1.1	2.8	0.7	3.0	-8.8	1.5	1.1
N/C(CC(=O)NC1CCCCC1)=N\OCC(=O)Nc1ccc(Cl)c(Cl)c1	21.7	7.6	1.3	5.8	0.4	-4.1	0.0	0.8	14.5
COC(=O)c1[nH]c(C)c(/C(O)=C2\C(=O)C(=O)N(CCN3CCOCC3)C2c2cccnc2)c1C (stereo unspecified)	8.7	1.6	0.0	0.2	0.0	4.8	0.5	-0.8	0.0
CCN(Cc1ccccc1)C(=O)c1cccc(S(=O)(=O)N2CCN(c3ccccc3)CC2)c1	1.7	2.0	-3.6	6.5	-0.6	-7.5	-16.8	5.6	5.0
Cc1[nH]c2ccccc2c1/C=N/n1cnnc1	-7.7	15.2	-4.8	1.0	2.0	7.6	-9.4	-2.6	-8.7

Pulled one by one from the entries so far, 3 records:
SMILES	M4 antag	CHRM4 PAM	CHRM5 agonist	CHRM4 agonist	CRFBP-R2 agonist	M5 PAM	CRFBP-R2 block	IDE cell inh	M5 antag
CNS(=O)(=O)c1cccc(C(=O)OCC(=O)Nc2ccc(Cl)cn2)c1	-0.5	-6.0	-1.3	1.9	1.9	-7.9	-11.5	-1.2	13.2
COC(=O)c1[nH]c(C)c(/C(O)=C2\C(=O)C(=O)N(CCN3CCOCC3)C2c2cccnc2)c1C (stereo unspecified)	8.7	1.6	0.0	0.2	0.0	4.8	0.5	-0.8	0.0
COc1cc(/C=N/NS(=O)(=O)c2ccc3ccccc3c2)ccc1OCCN1CCOCC1	6.8	1.8	-1.1	2.8	0.7	3.0	-8.8	1.5	1.1

Remaining list, next part.
SMILES	M4 antag	CHRM4 PAM	CHRM5 agonist	CHRM4 agonist	CRFBP-R2 agonist	M5 PAM	CRFBP-R2 block	IDE cell inh	M5 antag
O=C(NCCCN1CCCC1=O)c1ccc(Cl)c(Cl)c1	4.8	-4.7	0.3	0.8	-0.9	3.8	0.1	-4.5	0.7
Cc1ccc(Cl)cc1NC(=O)c1cnn2c1NC(c1ccco1)CC2C(F)(F)F (stereo unspecified)	-3.8	1.0	1.6	3.7	-1.3	-5.0	-44.0	-4.0	-2.8
O=C(OCC(=O)N1CCN(C(=O)c2ccco2)CC1)c1ccccc1Cc1ccccc1	-12.2	7.6	4.9	7.1	0.6	-1.0	8.1	7.3	-2.9
NS(=O)(=O)c1ccc(CCNCc2cc(Br)ccc2OCc2ccccc2)cc1	10.4	-8.9	1.7	15.6	-2.2	-14.6	-45.7	-1.6	23.6
CC(C)CC[n+]1ccn(-c2nc3ccccc3nc2[N-]S(=O)(=O)c2ccccc2)c1	2.3	-11.0	1.9	0.5	0.2	5.0	2.3	1.7	-10.4
O=C(NCCNCc1cccs1)c1ccccc1F	-2.8	10.3	-2.8	1.6	-1.7	4.4	15.1	0.3	4.6
CC1(C(=O)Nc2ccc3c(c2)OCCO3)CN(S(C)(=O)=O)CC(=O)N1Cc1cccc(F)c1 (stereo unspecified)	7.8	0.7	1.9	4.5	nt	-2.0	nt	nt	6.6
CNC(=O)C1CC(=O)N(c2ccc(OCC(=O)Nc3ccc(OC)cc3)cc2)C1 (stereo unspecified)	-19.3	11.9	0.3	-0.2	0.9	-7.1	4.6	-0.5	0.3
CN(C(=O)CSC1=Nc2ccccc2C2=NC(c3ccccc3)C(=O)N12)C1CCCCC1 (stereo unspecified)	1.9	-1.4	-6.2	-0.1	-2.4	2.3	-26.2	6.8	1.8
CCNc1ncnc2c1cnn2C1CCCO1 (stereo unspecified)	5.0	-4.2	2.8	-0.3	2.8	-1.9	-4.7	nt	-4.8
Clc1ccc(CSC2=NCCCN2)cc1Cl	17.0	0.1	-7.1	2.1	1.1	-12.6	0.9	-0.1	5.6
CCC(=O)C1CCCN(C(=O)c2ccc(OC)c(OC3CCN(C(C)=O)CC3)c2)C1 (stereo unspecified)	8.1	-3.8	-2.2	0.7	-0.3	-2.1	11.3	3.2	6.6
CCn1c(C)cc(C(=O)CN2C(=O)c3ccccc3S2(=O)=O)c1C	-4.4	13.2	0.5	0.8	-0.9	1.0	-17.5	-3.3	13.2
COc1ccccc1C(=O)NCCC(=O)N(C)CC(=O)Nc1ccc(N2CCOCC2)cc1	5.1	2.0	4.0	1.5	4.0	5.2	-7.6	2.7	-10.6
CCCCc1ccc(-c2csc(/C(C#N)=C/c3ccc(C)o3)n2)cc1	2.0	-0.6	-1.0	2.4	2.5	5.7	-31.1	1.3	0.7
CC1(C)Cc2c(cnn2-c2ccc(F)cc2)C(NC(=O)CN2CCCCC2=O)C1 (stereo unspecified)	3.0	-0.7	-5.8	-0.6	-1.1	-4.0	6.5	11.3	5.8
CCOc1cc(/C=N/NC(=O)CSc2nncn2C)ccc1OCC(N)=O	7.1	8.9	0.6	1.1	-1.0	8.0	15.7	-0.2	-7.2
Cc1ccc(/C=C(\C#N)c2nc3ccccc3[nH]2)s1	6.8	0.9	3.7	2.4	-0.9	-1.7	-5.5	-0.4	-1.1
O=Cc1cn(CC(=O)Nc2ccc3c(c2)OCO3)c2ccccc12	21.9	-20.3	6.6	22.2	-0.4	-20.0	-6.3	1.9	27.3*
Cc1cc(C(=O)NCc2cc(C(=O)O)co2)co1	-6.3	6.6	3.5	0.2	1.5	-0.3	-5.2	6.5	4.3
O=C(c1ccc2c(c1)OCCO2)N1CCN(Cc2ccccc2)CC1	-6.0	6.1	-5.9	0.9	-0.2	0.4	-6.9	1.3	-2.1
CCOc1cc(Cl)c(S(=O)(=O)NCc2cccnc2)cc1Cl	-10.0	-5.3	1.4	7.5	0.1	-3.3	18.5	-2.0	5.3
CCN(c1ccc(OC)cc1)S(=O)(=O)c1nnc(NC(=O)COc2ccc(F)cc2)s1	6.3	-1.5	-1.9	2.0	-1.3	-4.7	13.5	-0.5	8.1
CCC(C)NC(=O)c1cnn2c1NC(c1ccc3c(c1)OCO3)CC2C(F)(F)F (stereo unspecified)	-4.7	8.4	-1.2	1.3	-1.0	3.2	-18.4	-1.0	5.0
Cc1nn(C)c(Cl)c1CN1CCC(CO)(CCOc2ccccc2)CC1	-4.1	-12.4	-3.5	2.0	-2.4	2.2	6.0	-2.1	9.0
CCN1CCN(c2sc(S(C)(=O)=O)nc2S(=O)(=O)c2ccc(Cl)cc2)CC1	-13.2	-0.8	-9.9	2.9	1.6	-2.9	-10.0	-9.3	-12.4
Cc1ccc(CN(CC2CCCO2)C(=O)CN2C(=O)C(C(C)C)Oc3ccccc32)o1 (stereo unspecified)	-11.7	-0.8	-2.2	1.4	1.0	-8.5	-21.2	0.1	9.8
O=C(CSc1nccc(=O)[nH]1)c1ccccc1Br	6.3	-5.4	-0.5	0.5	3.5	-8.4	-1.6	1.2	11.3
O=C(OCC(=O)N1CCNC1=O)c1ccccc1Cl	11.7	0.1	1.3	-0.1	-1.6	-4.0	-12.8	nt	4.6
COc1cc(OC)c(NS(=O)(=O)c2cc3[nH]c(=O)c(=O)[nH]c3cc2C)cc1Cl	-12.1	-2.2	-6.4	0.6	-0.3	-5.2	-6.4	2.6	10.3
CC1(c2nnc(-c3ccccc3)o2)CC(c2ccncc2)=NO1 (stereo unspecified)	-8.0	1.8	6.1	0.9	4.4	2.5	-1.7	9.5	-0.4
O=C(COc1ccc([N+](=O)[O-])cc1)NNC(=O)Nc1cccc(F)c1	6.9	-5.8	-0.3	1.3	-0.4	-10.9	-0.3	3.8	29.2*
CCOc1cc(/C=N/NC(=O)CCCC(=O)NC2CCCCC2)ccc1O	1.5	-0.5	0.0	1.0	1.1	3.0	-1.8	2.7	-5.2
CN(C)C(CNC(=O)CCCc1c[nH]c2ccccc12)c1ccco1 (stereo unspecified)	-6.6	-1.5	-4.7	3.0	0.6	-5.0	2.6	1.5	-0.4
CCS(=O)(=O)N1CCC(C(=O)NCCCN2CCN(c3ccccc3F)CC2)CC1	-0.4	0.1	-0.9	1.2	-1.4	1.5	-14.6	-0.4	2.9
CCn1c(SCc2ccc(C(=O)OC)o2)nc2sc3c(c2c1=O)CCCC3	-0.8	-3.4	-0.2	1.6	3.4	1.2	12.1	6.6	-0.9
Cc1noc(C)c1C(=O)NC(C)c1ccc(Cl)cc1Cl (stereo unspecified)	-3.9	4.9	5.0	1.2	-0.1	9.7	7.0	0.6	-8.6
COc1ccc(C(=O)N2CCOCC2)cc1Br	-5.7	6.4	-4.9	1.1	0.3	-2.2	-7.0	-3.3	-2.8
CC(C)NC(=O)c1onc(CSc2ccc(Cl)cc2)c1C(=O)NC(C)C	-7.5	8.6	0.1	-2.6	-2.5	-1.0	-9.3	5.5	-2.3
CSCCC(NC(=O)COc1ccccc1)C(=O)N1CC(C)CC(C)C1 (stereo unspecified)	-3.4	3.8	2.1	2.4	0.2	2.3	-3.4	2.3	-4.3

With a hit mark in M5 antag, of those listed so far:
SMILES,M4 antag,CHRM4 PAM,CHRM5 agonist,CHRM4 agonist,CRFBP-R2 agonist,CRFBP-R2 block,IDE cell inh,M5 antag
O=Cc1cn(CC(=O)Nc2ccc3c(c2)OCO3)c2ccccc12,21.9,-20.3,6.6,22.2,-0.4,-6.3,1.9,27.3*
O=C(COc1ccc([N+](=O)[O-])cc1)NNC(=O)Nc1cccc(F)c1,6.9,-5.8,-0.3,1.3,-0.4,-0.3,3.8,29.2*

(list continues)
SMILES	M4 antag	CHRM4 PAM	CHRM5 agonist	CHRM4 agonist	CRFBP-R2 agonist	M5 PAM	CRFBP-R2 block	IDE cell inh	M5 antag
Cc1c(NC(=O)c2cccc(S(=O)(=O)N(C)c3ccccc3)c2)c(=O)n(-c2ccccc2)n1C	2.0	-3.5	-5.1	2.0	-1.0	-8.5	1.5	nt	6.9
O=C(NCc1ccco1)c1csc(Nc2ccccc2Cl)n1	4.4	7.6	-2.3	-0.9	1.4	2.8	1.4	-2.0	-1.0
N#Cc1ccc(C(=O)N2CCCCC2c2cc(C(=O)Nc3cccc(C#N)c3)no2)cc1 (stereo unspecified)	-9.1	-6.5	3.3	7.6	nt	-10.1	nt	nt	8.3
CC(C)Cn1c(O)c2ccc(C(=O)N=NC(=O)c3cccnc3)cc2c1O	-3.1	1.9	0.7	3.0	-0.3	-3.0	3.1	-0.7	-1.2
COc1cccc(/C=C/C(=O)OCC(=O)NC2CCCC2)c1	-13.4	1.1	0.1	0.8	0.4	-4.3	-7.4	nt	8.3
CS(=O)(=O)N(CC(=O)NCc1ccncc1)c1cc(Cl)cc(Cl)c1	-0.9	5.1	-16.5	0.5	-1.8	4.9	7.4	3.9	-1.4

Source: PubChem BioAssay
